# Screening results from PubChem BioAssay.
# TSG101-PTAP inh: inhibitors of HIV-1 PTAP binding to human TSG101, validation | Q99816 | Fluorescence polarization, FITC-PTAP peptide/Tsg101, 20 min | Potency, µM (doses to about 115 µM), inactives show at the highest dose activity change, negative = inhibition, most hits filed as inhibitors | 44,000 tested, under 10 active | AID 1347069; note: potency is the fitted concentration of half-maximal effect; 0% is about no effect
# Target sequence (Q99816 whole entry, looked up): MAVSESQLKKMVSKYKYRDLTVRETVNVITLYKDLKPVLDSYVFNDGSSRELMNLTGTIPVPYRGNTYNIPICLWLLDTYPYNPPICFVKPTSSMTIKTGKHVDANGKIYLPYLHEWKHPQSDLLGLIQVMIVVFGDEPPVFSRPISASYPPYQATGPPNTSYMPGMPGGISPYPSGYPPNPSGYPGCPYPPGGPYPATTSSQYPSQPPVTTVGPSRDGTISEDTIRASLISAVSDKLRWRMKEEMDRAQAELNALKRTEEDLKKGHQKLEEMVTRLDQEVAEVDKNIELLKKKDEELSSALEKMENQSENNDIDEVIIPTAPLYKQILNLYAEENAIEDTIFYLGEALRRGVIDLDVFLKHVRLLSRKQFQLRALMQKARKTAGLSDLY
#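 Steps: Tsg101 binding domain (10 uM final) in HEPES pH 7.5/NaCl/Tween 20/EDTA/TCEP; add compound; add FITC-PTAP peptide (50 nM final); incubate 20 min r.t.; read polarization.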
# NTMT1 inh: NTMT1 methyltransferase inhibition | AID 1645870 | Potency, µM (top dose mostly 114 µM), for inactives: at the highest dose activity change, negative = inhibition, actives largely listed as inhibitors | hit rate 2.5% among 59,000 | Q9BV86 | NTMT1 MTase-Glo SAH luminescence, purified enzyme;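 note: potency is the fitted concentration of half-maximal effect; plate controls were DMSO vehicle for no effect and no enzyme for full effect; nearly all actives have a fitted effect of over 65% in size; many of its hits are not listed in these tables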
# Target sequence (Q9BV86 whole entry, looked up): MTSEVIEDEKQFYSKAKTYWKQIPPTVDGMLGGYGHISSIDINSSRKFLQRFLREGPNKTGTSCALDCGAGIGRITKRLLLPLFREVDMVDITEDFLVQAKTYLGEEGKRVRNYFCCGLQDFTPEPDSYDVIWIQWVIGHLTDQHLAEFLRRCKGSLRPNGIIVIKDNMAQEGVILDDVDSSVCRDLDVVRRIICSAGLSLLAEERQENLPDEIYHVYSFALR
# B2AR arrestin ag: beta-arrestin recruitment by human beta2-adrenergic receptor ligands; AID 1347077; HTLA Tango cells, beta-arrestin recruitment, luciferase luminescence, 18 h; 44,000 tested, under 10 active; Potency, µM (doses to about 46.1 µM), without a hit: at the highest dose activation, usual class: activators;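 note: potency is the fitted concentration of half-maximal effect; 0% = DMSO and full agonism = EC100 isoproterenol or metaproterenol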
#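 Receptor–beta-arrestin recruitment read by tTA-responsive luciferase: compound titrations (up to 46 µM) incubated 18 h with Tango cells, then luminescent substrate 15 min at room temperature. Concentration-response fits classified by r2, efficacy and activity.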
# FH mod: Identification of activators of human fumarate hydratase by quantitative high-throughput screening; Potency, µM (titrated, usually from 79.9 µM), without a hit: top-dose activity change, negative = inhibition, actives largely listed as inhibitors; FH coupled MDH/diaphorase resazurin fluorescence, 15 min; Fumarate hydratase, mitochondrial (Homo sapiens), P07954; hit rate 0.22% among 54,000; note: potency is the fitted concentration of half-maximal effect; % is set by controls: 0 for no effect and ±100 for the full control effect; the screen sought activators but most active calls are inhibition curves; nearly all actives have a fitted effect of over 45% in size
# GALK inh: GALK (human) enzyme inhibition; Potency, µM (series often up to 57.5 µM), for inactives: top-dose activity, negative = inhibition, actives largely listed as inhibitors; AID 1347072; 44,000 tested, under 10 active; P51570; recombinant GALK, Kinase-Glo ATP luminescence, 1 h;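 note: plate controls were full GALK reaction for no effect and reaction lacking GALK for full effect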
# Target sequence (P51570 whole entry, looked up): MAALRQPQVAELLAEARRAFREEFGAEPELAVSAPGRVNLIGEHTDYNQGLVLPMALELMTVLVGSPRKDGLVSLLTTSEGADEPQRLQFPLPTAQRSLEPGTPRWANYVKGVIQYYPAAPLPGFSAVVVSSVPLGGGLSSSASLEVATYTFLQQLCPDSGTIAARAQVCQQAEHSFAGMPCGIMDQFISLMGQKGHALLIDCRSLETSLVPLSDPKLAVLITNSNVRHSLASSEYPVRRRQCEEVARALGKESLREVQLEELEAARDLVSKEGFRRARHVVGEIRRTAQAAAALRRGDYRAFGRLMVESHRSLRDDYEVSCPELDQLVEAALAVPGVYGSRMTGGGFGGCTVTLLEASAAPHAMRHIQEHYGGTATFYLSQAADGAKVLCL
#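 Luminescent ATP-depletion readout (Kinase-Glo Plus, 10 min) after 1 h RT reaction of 5 nM GALK, 35 uM ATP, 100 uM galactose, pH 8.0 HEPES buffer. Decreased kinase activity scored as inhibition.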
# p53null 32C tox: kills p53 null cells at the permissive temperature | H1299-neo p53 null cells, ATP luminescence, 24 h, 32C | Potency, µM (series often up to 46.1 µM), inactives show top-dose activity change, negative = cytotoxicity, usual class: cytotoxic | hit rate 0.62% among 55,000;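 note: potency is the fitted concentration of half-maximal effect; 0% = DMSO only and -100% = full killing by 100 µM tamoxifen; nearly all actives have a fitted effect of over 55% in size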
#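 H1299-neo, 600 cells/well; overnight 37C; cpd up to 46 uM, 24 h at 32C; ATPlite luminescence after 20 min RT; normalized to DMSO (0%) and tamoxifen 100 uM (100% kill); Hill-fit AC50.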
# p53null 39C tox: p53 null cell cytotoxicity, nonpermissive temperature; H1299 p53-null (neo) cells, 39C, ATPlite viability, 24 h; Potency, µM (series often up to 46.1 µM), inactives show at the top dose activity, negative = cell killing, usual class: cytotoxic; hit rate 0.97% among 55,000;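 note: potency is the fitted concentration of half-maximal effect; 0% = DMSO only and -100% = full killing by 100 µM tamoxifen; nearly all actives have a fitted effect of over 50% in size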
#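 H1299 lung cancer cells, p53-null (H1299-neo) or expressing p53 A138V (H1299-p53A138V), were plated overnight at 37C, then exposed to compounds at up to 46 uM for 24 hr at 39C. Viability was read by ATP-based luminescence.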
# * = called active by the depositor; ? = inconclusive; · = not tested or not shown; [ ] = dose if it differs, or a comment. Calls come from the whole dose curve; as a rule, active = well fitted curve in the direction sought with a large enough effect; inconclusive = small, poorly fitted or top-dose-only effect, or another doubt; inactive = no such curve, though single readings can be large; an effect the other way counts as inactive or inconclusive.
SMILES,TSG101-PTAP inh,NTMT1 inh,B2AR arrestin ag,FH mod,GALK inh,p53null 32C tox,p53null 39C tox
Cc1ccc(NC(=O)Cn2c(=O)n(Cc3nc(-c4ccccc4)no3)c(=O)c3cc4c(cc32)OCO4)c(C)c1,-0.6%,1.2%,-0.5%,5.0%,0.5%,9.2%,-0.5%
Cc1nnc(N2CCC(C(=O)NCc3cccc(Cl)c3)CC2)c2nn(-c3ccccc3)c(C)c12,-8.4%,-12.8%,-0.5%,-14.1%,-1.1%,-1.8%,15.1%
Cc1cnc2c(c1SCC(=O)Nc1ccc(F)cc1F)c(=O)n(C)c(=O)n2C,2.6%,-3.4%,-2.0%,?,-1.5%,-5.4%,-8.1%
CCOC(=O)c1cc(-c2ccc(C)cc2)n(CC(=O)Nc2ccccc2F)c1C,-5.1%,10.9%,-0.3%,-2.8%,6.3%,-3.5%,-13.2%
COc1cc(NC(=O)Cn2cc(C(=O)c3ccc(F)cc3)c(=O)c3ccc(C)nc32)cc(OC)c1,4.2%,-11.1%,1.6%,4.8%,0.3%,-2.8%,-23.0%
Cc1ccc(CNC(=O)c2cnc(N3CCCCC3)c3ccccc23)cc1,-1.4%,?,-1.0%,-18.8%,2.3%,53.4%[activator],1.4%
CCCCc1ccc(NC(=O)CSc2nnc3[nH]c(=O)cc(C)n23)cc1,-1.2%,1.2%,-3.3%,-8.1%,-0.3%,-6.5%,23.1%
CCOC(=O)c1ccc(NC(=O)c2c(NCc3cc(OC)c(OC)cc3OC)sc3c2CCCC3)cc1,-1.1%,?,7.1%,-21.9%,-6.2%,-18.0%,11.7%
Cc1cccc(OCc2cc(=O)n3c(-c4ccccc4)csc3n2)c1C,3.2%,-26.7%,1.1%,-24.5%,-1.2%,-3.1%,-14.4%
Cc1ccc(NC(=O)CC2Oc3ccccc3NC2=O)cc1C (centres undefined),2.3%,-2.0%,0.4%,-9.2%,0.2%,-0.9%,-10.6%
CCOC(=O)COc1ccc(C)cc1C(=O)c1ccn2nc(-c3ccc(F)cc3)cc2n1,0.4%,10.3%,0.2%,-3.3%,7.2%,·,·
Cc1cccc(CS(=O)(=O)Cc2ccc(C(=O)NCCc3ccccc3)o2)c1,2.4%,-3.2%,0.7%,-0.8%,-1.9%,-14.0%,-2.2%

# In a second layout: results already given.
# Second line of a record: TSG101-PTAP inh	NTMT1 inh	B2AR arrestin ag	FH mod	GALK inh	p53null 32C tox	p53null 39C tox
Cc1ccc(NC(=O)Cn2c(=O)n(Cc3nc(-c4ccccc4)no3)c(=O)c3cc4c(cc32)OCO4)c(C)c1
 : -0.6%	1.2%	-0.5%	5.0%	0.5%	9.2%	-0.5%
Cc1nnc(N2CCC(C(=O)NCc3cccc(Cl)c3)CC2)c2nn(-c3ccccc3)c(C)c12
 : -8.4%	-12.8%	-0.5%	-14.1%	-1.1%	-1.8%	15.1%
Cc1cnc2c(c1SCC(=O)Nc1ccc(F)cc1F)c(=O)n(C)c(=O)n2C
 : 2.6%	-3.4%	-2.0%	?	-1.5%	-5.4%	-8.1%
CCOC(=O)c1cc(-c2ccc(C)cc2)n(CC(=O)Nc2ccccc2F)c1C
 : -5.1%	10.9%	-0.3%	-2.8%	6.3%	-3.5%	-13.2%
COc1cc(NC(=O)Cn2cc(C(=O)c3ccc(F)cc3)c(=O)c3ccc(C)nc32)cc(OC)c1
 : 4.2%	-11.1%	1.6%	4.8%	0.3%	-2.8%	-23.0%
Cc1ccc(CNC(=O)c2cnc(N3CCCCC3)c3ccccc23)cc1
 : -1.4%	?	-1.0%	-18.8%	2.3%	53.4%[activator]	1.4%
CCCCc1ccc(NC(=O)CSc2nnc3[nH]c(=O)cc(C)n23)cc1
 : -1.2%	1.2%	-3.3%	-8.1%	-0.3%	-6.5%	23.1%
CCOC(=O)c1ccc(NC(=O)c2c(NCc3cc(OC)c(OC)cc3OC)sc3c2CCCC3)cc1
 : -1.1%	?	7.1%	-21.9%	-6.2%	-18.0%	11.7%

# New compounds follow
SMILES,TSG101-PTAP inh,NTMT1 inh,B2AR arrestin ag,FH mod,GALK inh,p53null 32C tox,p53null 39C tox
COc1ccc(-c2nc3cc(NC(=O)Cc4ccc(Cl)cc4)ccc3o2)cc1OC,3.8%,?,0.4%,-18.7%,-2.1%,?,10µM*
COc1cc(NC(=O)Cn2cc(S(=O)(=O)N3CCC(C)CC3)c3ccccc3c2=O)cc(OC)c1OC,1.0%,-2.5%,-0.5%,?,-8.5%,15.7%,0.3%
CCOc1ccc(CCNC(=O)c2cc3c(=O)n(CC)c4ccccc4c3s2)cc1OCC,-5.0%,10.7%,-1.5%,-12.1%,1.1%,-2.2%,0.4%
COC(=O)c1ccc(OCC2c3cc(OC)c(OC)cc3CCN2C(=O)C(C)C)cc1 (centres undefined),4.4%,10.5%,-0.4%,-1.1%,-0.3%,-14.8%,4.7%
Cc1ccc2nc(Cl)c3cc(C(=O)NCCCN4CCC(C)CC4)sc3c2c1,-10.9%,-7.8%,-1.8%,0.6%,7.3%,?,-19.5%
Cc1ccccc1CNC(=O)c1nn(-c2ccccc2F)nc1CO,-0.9%,-0.9%,-0.6%,8.7%,1.7%,0.8%,-5.6%
COc1ccc(C)cc1NC(=O)Cc1ccc(NC(=O)N2CCCCc3ccccc32)cc1,-1.3%,-6.9%,-0.7%,2.9%,0.5%,-5.5%,-8.2%
Cn1nc(-c2ccc(OCC(=O)Nc3cccc(C(F)(F)F)c3)cc2)c2ccccc2c1=O,-1.9%,-5.6%,0.5%,1.7%,3.2%,-24.5%,?
CCOC(=O)c1cc(S(=O)(=O)N2CCN(c3cccc(C)c3C)CC2)[nH]n1,-3.3%,-0.2%,-0.5%,-9.2%,2.6%,9.6%,9.0%
CCS(=O)(=O)c1cccc(C(=O)Nc2ccc(-c3nc4ccccc4s3)c(O)c2)c1,-0.9%,?,0.1%,5.4%,1.1%,-0.7%,15.9%
CCOc1ccc(C(=O)Nc2c(C)nc(Nc3ccccc3)nc2Nc2ccccc2)cc1OCC,38.1%[activator],2.2%,-1.9%,?,1.7%,20.3%,-1.6%
Cc1ccccc1NC(=O)COc1ccc2oc3c(c2c1)CCCC3,1.8%,-14.3%,-2.0%,-7.3%,2.8%,-3.2%,17.5%
CCC(=O)N1c2ccccc2CC1C(=O)NCc1ccc(CC)cc1 (centres undefined),-0.2%,-13.3%,0.0%,?,-3.0%,-7.9%,-23.6%
Cc1oc(-c2ccc(C(=O)N(C)Cc3ccccc3)cc2)nc1CN1CCc2ccccc21,-1.2%,1.3%,0.4%,-25.4%,0.9%,27.0%,52.9%[activator]
Cc1csc2nc(COC(=O)c3ccccc3NC(=O)c3ccc(C(C)(C)C)cc3)cc(=O)n12,0.0%,2.2%,-1.3%,3.8%,-2.0%,-5.0%,-19.1%
COc1ccc(Cn2c(SCc3ccc(C(=O)NCc4cccs4)cc3)nc3cccnc32)cc1,-5.5%,-0.5%,0.0%,-14.4%,-2.0%,-4.8%,-8.6%
CCOc1ccc(-c2cc(NC(=O)c3c(F)cccc3F)c(C(=O)OC)s2)cc1,1.0%,7.0%,-3.5%,-5.8%,-2.0%,-5.2%,-13.3%
Cc1ccc(NC(=O)CCS(=O)(=O)c2ccc3nc(C)sc3c2)cc1,-8.1%,10.9%,-0.4%,8.6%,-7.0%,-6.8%,0.5%
Cc1ccc(-n2nc(C)c3c(C)c(CCC(=O)NC(C)c4ccccc4)c(C)nc32)cc1 (centres undefined),2.4%,?,0.1%,0.0%,-1.3%,0.1%,-15.6%
Cc1ccc(C)c(N2CCN(C(=O)C3CCN(c4nc(-c5ccc(C(C)C)cc5)no4)CC3)CC2)c1,-0.1%,-1.2%,0.0%,-14.2%,-0.2%,-16.0%,1.0%
CCCCOc1ccc(C(=O)NCCc2csc3nc(-c4ccccc4F)nn23)cc1,-0.1%,3.0%,0.4%,-13.1%,0.2%,-10.9%,10.3%
CCOc1ccc(Nc2c3c(nc4nncn24)CCC3)cc1,-0.4%,4.1%,-2.1%,-29.3%,-3.6%,2.9%,-19.3%
Cc1ccc(C2=NN(CCC(=O)NCCc3cccc(C)c3)C(=O)CC2)cc1,-11.0%,?,-1.4%,-12.3%,-0.1%,8.7%,6.5%
CCOC(=O)c1cccc(NC(c2nnc(-c3ccccc3)o2)c2ccccc2F)c1 (centres undefined),-5.6%,13.8%,1.1%,-20.8%,-1.6%,-0.2%,44.2%[activator]
Cc1cccc(N2C(=O)CS(=O)(=O)C23C(=O)N(Cc2c(F)cccc2Cl)c2ccccc23)c1 (centres undefined),-3.0%,?,0.6%,-22.5%,0.8%,14.9%,5.0%
CCC(=O)N1CCc2cc(CNS(=O)(=O)c3cc(OC)ccc3OC)ccc21,-5.1%,3.6%,1.9%,-4.5%,3.2%,-9.4%,9.6%
CCc1nn(CC(=O)NCCc2ccc(OC)cc2OC)c(=O)c2cc3c(OC)cccc3n12,-4.4%,·,0.6%,·,0.9%,0.9%,-9.9%
COc1cccc(CNC(=O)c2cc(-c3ccc(Cl)cc3)n[nH]2)c1,1.6%,-4.1%,0.1%,-5.6%,0.3%,3.1%,-5.8%
CCOc1cc(C#N)c(-n2nnc3c(sc4nc(C)cc(C)c43)c2=O)cc1OCC,-4.3%,1.4%,-1.6%,2.8%,-15.0%,-27.6%,12.5%
Cc1oc2ccc(O)c(CN3CCN(C)CC3)c2c1C(=O)Nc1cccc(Cl)c1C,0.5%,·,1.0%,·,-8.6%,6.3%,24.2%
COc1ccc(CNC(=O)c2sc3nc4n(c(=O)c3c2C)CCCCC4)cc1,0.9%,?,0.4%,-12.9%,0.0%,6.8%,5.9%
CCc1nnc2c(Nc3cc(OC)c(Cl)cc3OC)nc3ccccc3n12,-1.9%,4.4%,0.8%,-16.9%,4.0%,9.1%,?
CCOC(=O)c1ccc(NC(=O)Cn2cc(S(=O)(=O)Cc3ccccc3F)c3ccccc32)cc1,-2.1%,9.3%,-0.4%,-19.7%,0.7%,-6.1%,-3.0%
CCCCN(CC)CCCNC(=O)c1nn(-c2ccc(OC)cc2)c(=O)c2c1c1ccccc1n2C,-0.2%,-4.6%,0.4%,14.7%,0.8%,-0.3%,9.9%
Cc1ccsc1CN(C(=O)c1ccc(Br)cc1)C1CCS(=O)(=O)C1 (centres undefined),-4.1%,4.3%,0.7%,-4.7%,6.6%,-0.9%,-14.0%
CCOC(=O)c1cnc(NCc2ccc(OC)cc2OC)c2ccccc12,-6.5%,-25.3%,0.3%,-28.3%,0.8%,2.4%,20.5%

# Not all compounds are listed. The share of hits here may be higher or lower than overall.
